# MC4R antag cAMP: MC4R antagonists of cAMP signaling, primary screen, cell-based, TR-FRET, antagonist arm of biased-ligand search; inhibition, % at 6.5 µM; AID 540295, 2011; Melanocortin receptor 4 (Homo sapiens), P32245; MC4R-expressing cells, MTII-stimulated cAMP, LANCE TR-FRET; 360,000 compounds, 0.48% hits;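 active means inhibition above its plate's cutoff, the mean of tested wells on that plate plus 3 SD, cut at about 29% in these data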;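 further: 0% = Melanotan II alone and 100% = Melanotan II plus saturating MCL0020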
#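 material = U2OS cells stably expressing human melanocortin 4 receptor (MC4R) | also added = Melanotan II challenge | dosing = single nominal compound dose of 6.5 µM | detection = TR-FRET with Eu-cAMP and labeled anti-cAMP, 671 nm | replication = singlicate | timing = compound 30 min, challenge 1 h, detection 1 h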
# SRC2 inh: inhibition of GAL4-SRC2 driven luciferase reporter, primary screen, SRC2 inhibitor project, cell-based, luminescence; Nuclear receptor coactivator 2 (Homo sapiens), Q15596; HEK293 GAL4-SRC2 luciferase reporter; inhibition, % at 9 µM; 370,000 compounds, 0.17% hits; AID 651957, 2012;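 active means inhibition above the mean inhibition of all tested compounds plus 3 SD, set per campaign, cut at about 52% in these data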;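 further: 0% = DMSO treated cells and 100% = cells given Gossypol at 36 µM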
# Target sequence (Q15596 whole entry, looked up, the tested form may be a part): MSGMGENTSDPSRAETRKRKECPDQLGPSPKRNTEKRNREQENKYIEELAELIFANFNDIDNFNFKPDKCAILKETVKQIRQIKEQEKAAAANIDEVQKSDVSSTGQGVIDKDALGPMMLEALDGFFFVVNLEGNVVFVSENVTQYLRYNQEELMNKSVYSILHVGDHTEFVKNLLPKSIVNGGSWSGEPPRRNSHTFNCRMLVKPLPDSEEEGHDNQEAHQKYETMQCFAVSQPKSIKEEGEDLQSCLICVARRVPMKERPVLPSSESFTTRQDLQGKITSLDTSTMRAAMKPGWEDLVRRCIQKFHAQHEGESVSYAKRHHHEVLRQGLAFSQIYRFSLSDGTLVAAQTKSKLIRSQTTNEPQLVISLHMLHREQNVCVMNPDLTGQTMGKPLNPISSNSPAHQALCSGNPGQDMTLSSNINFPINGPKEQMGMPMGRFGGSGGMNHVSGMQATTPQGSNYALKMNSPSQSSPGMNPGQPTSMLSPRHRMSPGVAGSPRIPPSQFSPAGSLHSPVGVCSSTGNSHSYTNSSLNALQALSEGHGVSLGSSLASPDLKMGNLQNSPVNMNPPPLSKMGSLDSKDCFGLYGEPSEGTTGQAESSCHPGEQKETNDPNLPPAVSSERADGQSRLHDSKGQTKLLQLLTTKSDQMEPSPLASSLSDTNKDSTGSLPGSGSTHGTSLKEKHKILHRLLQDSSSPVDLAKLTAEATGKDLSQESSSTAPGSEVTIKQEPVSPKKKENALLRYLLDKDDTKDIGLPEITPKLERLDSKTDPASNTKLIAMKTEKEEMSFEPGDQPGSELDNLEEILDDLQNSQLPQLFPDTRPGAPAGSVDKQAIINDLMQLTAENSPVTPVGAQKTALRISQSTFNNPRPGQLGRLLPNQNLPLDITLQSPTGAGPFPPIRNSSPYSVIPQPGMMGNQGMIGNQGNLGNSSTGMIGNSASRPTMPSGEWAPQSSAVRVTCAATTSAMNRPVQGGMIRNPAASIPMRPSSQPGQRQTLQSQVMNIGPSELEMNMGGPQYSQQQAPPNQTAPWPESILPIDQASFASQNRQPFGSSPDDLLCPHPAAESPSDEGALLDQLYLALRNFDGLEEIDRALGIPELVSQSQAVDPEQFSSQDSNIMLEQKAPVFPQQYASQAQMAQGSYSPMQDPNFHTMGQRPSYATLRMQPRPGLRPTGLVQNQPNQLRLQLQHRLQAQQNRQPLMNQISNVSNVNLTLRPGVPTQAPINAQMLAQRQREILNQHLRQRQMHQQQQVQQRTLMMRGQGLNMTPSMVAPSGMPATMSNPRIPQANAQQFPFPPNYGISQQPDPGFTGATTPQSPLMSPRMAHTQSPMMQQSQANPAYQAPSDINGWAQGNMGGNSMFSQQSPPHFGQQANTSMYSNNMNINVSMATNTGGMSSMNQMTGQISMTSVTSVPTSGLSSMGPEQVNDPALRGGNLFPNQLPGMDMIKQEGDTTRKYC
# NOD2-RIPK2 inh: NOD2-RIPK2 binding disruptors in cells, primary screen, fluorescence, CHO cells, BLA complementation | CCF4 ratio | inhibition, % at 4.98 µM | AID 624267, 2012 | 360,000 compounds, 0.38% hits; in the data active means inhibition above about 21%;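 further: 0% = vehicle only and 100% = reference blocker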
# LMP1 NFkB inh: EBV LMP1-driven NF-kappaB luciferase reporter inhibitors, primary screen, cell-based, luminescence, single point | inhibition, % at 12.5 µM | LMP1-induced NF-kappaB luciferase reporter cells | AID 504558, 2011 | 350,000 compounds, 0.69% hits; in the data active means inhibition above about 41%;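 further: 0% = neutral control wells and 100% = reference inhibitor control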
# NCOA1 inh: SRC1 coactivator transcriptional activity inhibitors, primary screen, cell-based, luminescence. Nuclear receptor coactivator 1 (Homo sapiens), Q15788. HEK293 GAL4-SRC1 luciferase reporter. 360,000 compounds, 0.12% hits. inhibition, % at 3.6 µM;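 active means inhibition above the campaign mean plus 3 SD, with each screening campaign given its own cutoff, cut at about 60% in these data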;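 further: 0% = DMSO treated cells and 100% = gossypol at 36 µM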
# ABHD5 PLIN5 PPI: ABHD5-PLIN5 interaction inhibitors, primary screen, cell lysate, split luciferase complementation, luminescence | Perilipin-5 (Homo sapiens) + 1-acylglycerol-3-phosphate O-acyltransferase ABHD5 (Homo … | Split G. princeps luciferase complementation, 4 h | inhibition, % at 4 µM | 360,000 compounds, 0.78% hits | AID 602281, 2012;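 active means inhibition above the mean inhibition across every tested compound plus 3 SD, cut at about 22% in these data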;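 further: 0% = DMSO only wells and the 100% control is not disclosed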
# SRC3 inh: SRC3 coactivator transcriptional activity inhibitors, primary screen, cell-based, luminescence; inhibition, % at 3.6 µM; Nuclear receptor coactivator 3 (Homo sapiens), Q9Y6Q9; 360,000 compounds, 0.17% hits; AID 588352, 2011; HEK293 GAL4-SRC3 luciferase reporter;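 active means inhibition above a per-campaign cutoff, the mean of all compounds plus 3 SD, cut at about 60% in these data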;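 further: 0% = DMSO-treated cells and 100% = gossypol-treated cells at 36 µM; higher means less SRC3-driven luciferase light from the GAL4 reporter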
# NR2F2 inh: NR2F2 transcriptional activity inhibitors, primary screen, cell-based, luciferase reporter, HEK293T, luminescence. COUP transcription factor 2 (Homo sapiens), P24468. HEK293T NGFI-A luciferase reporter. inhibition, % at 8.6 µM. 370,000 compounds, 0.7% hits. AID 686940, 2013;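 active means inhibition above a per-plate cutoff, mean inhibition of test wells between control levels plus 3 SD, cut at about 38% in these data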;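 further: cells cotransfected with COUP-TFII expression vector driving the NGFI-A reporter; 0% = median of COUP-TF2 test wells and 100% = reporter-only cells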
# MC4R barr agon: MC4R agonists recruiting beta-arrestin, primary screen, cell-based, luminescence, agonist arm of biased-ligand search; Melanocortin receptor 4 (Homo sapiens), P32245; U2OS MC4R beta-arrestin complementation; percent of melanotan II response, DMSO zero; activation, % at 8.9 µM; 360,000 compounds, 0.98% hits;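 active means activation above a per-plate cutoff, the mean activation of sample wells on that plate plus 3 SD, cut at about 8% in these data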
# NR5A2 inv ag: LRH-1 (NR5A2) inverse agonists, primary screen, cell-based, luminescence, HEK293T, StAR-luciferase reporter; Nuclear receptor subfamily 5 group A member 2 (Homo sapiens), O00482; LRH-1 transfected, 24 h; inhibition, % at 3.6 µM; 360,000 compounds, 0.13% hits; AID 602396, 2012;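 active means inhibition above the mean inhibition of all tested compounds plus 3 SD, cut at about 73% in these data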;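 further: 0% = DMSO wells and 100% = reporter-only cells lacking LRH-1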
# TLR9-MyD88 inh: inhibitors of TLR9-MyD88 association in cells, primary screen, cell-based, CHO, BLA complementation, fluorescence; CCF4 FRET ratio; inhibition, % at 4.98 µM; 340,000 compounds, 0.21% hits; AID 504734, 2011;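 active means inhibition above the mean over all tested compounds plus 3 SD, cut at about 21% in these data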;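 further: 0% = DMSO only wells and 100% = clavulanate BLA inhibitor control wells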
# * = called active by the depositor; · = no result given. This is a subset, so the mix of outcomes need not match the whole.
NOD2-RIPK2 inh	MC4R barr agon	LMP1 NFkB inh	SRC2 inh	MC4R antag cAMP	NR2F2 inh	SRC3 inh	ABHD5 PLIN5 PPI	TLR9-MyD88 inh	NCOA1 inh	NR5A2 inv ag	SMILES
-12	1.6	-4	14	6	-13	22	2	-1	14	6	COC(=O)C1=C(N)Oc2cc(C)n(Cc3cccnc3)c(=O)c2C1c1cccc(OC)c1OC (configuration not stated)
6	-1.9	-2	-14	3	-13	-22	2	4	-12	-3	CC(=O)Nc1ccc(S(=O)(=O)Nc2cccc(-n3cnnn3)c2)cc1
3	-2.6	3	2	3	18	13	5	4	-9	5	O=C(COC(=O)CNC(=O)c1cccs1)Nc1ccc(C(F)(F)F)cc1[N+](=O)[O-]
0	1.9	3	-7	0	1	0	10	6	-1	8	Cc1oc(-c2ccccc2Cl)nc1CS(=O)CC(=O)NCc1ccco1 (configuration not stated)
4	-0.2	-19	-7	18	1	12	-4	1	1	-14	Cc1cc(/C=C2/C(=N)N3C(c4ccccc4)=CSC3=NC2=O)c(C)n1-c1ccccc1
-4	1.5	6	-2	-10	-10	-17	5	-12	-22	3	COCCn1c(SCc2nnc(-c3ccccc3)o2)nc2sc3c(c2c1=O)CCC3
9	-4.9	-24	-13	11	17	-10	-9	-1	-2	-2	COc1ccc(NC(=S)NC(=O)c2csnn2)cc1
-8	-2.5	6	-14	8	10	7	-1	-3	0	-9	CC1NC(=O)N(C)C2NC(=O)N(C)C(c3ccccc3)C12 (configuration not stated)
5	1.0	-1	-12	7	-8	1	4	4	5	-11	C[C@@H]1Cn2cnc(C(=O)N[C@@H](C)C(=O)OC(C)(C)C)c2C(=O)N1
1	-1.6	·	-75	6	-50	-112	-3	·	-155	-114	OC[C@H]1O[C@@H](c2nc(-c3nc(-c4ccc(F)cc4)no3)cs2)[C@H](O)[C@@H]1O
2	-0.6	16	18	-1	5	1	2	0	15	16	O=C(/C=C/c1ccc(S(=O)(=O)N2CCOCC2)cc1)N1CCN(c2ccccc2)CC1
-6	-1.9	-23	-21	13	15	-7	-5	0	5	-26	Cc1ccc(C(=O)NCC(=O)OCC(=O)NCCNC(=O)COC(=O)CNC(=O)c2ccc(C)cc2)cc1
-4	-1.8	2	-2	0	-5	4	-10	1	9	-13	CCOc1ccccc1NC(=O)c1ccc(NC(=O)C2CCCO2)cc1 (configuration not stated)
-11	-0.6	-1	-3	12	14	16	4	-10	13	11	Nc1n[nH]c(-c2ccccc2)c1-c1ccccc1
-3	0.3	12	-13	-3	-13	8	0	7	-8	4	COCCNc1nnc(Cc2ccc(OC)c(OC)c2)c(=O)[nH]1
7	-1.4	6	-1	2	-10	21	-2	2	12	9	Cc1ccc(Cn2c(C)c3cnn(CC(=O)NCc4ccccn4)c(=O)c3c2C)cc1
-3	-1.3	-12	-4	7	23	19	-1	6	-30	94*	Cc1c(C(=O)N(Cc2ccc(F)cc2)C2CCS(=O)(=O)C2)oc2ccccc12 (configuration not stated)
3	1.0	11	-35	18	-63	-78	-3	-4	-96	-239	COc1ccc(OCc2cccc(C(=O)N3CCCC3)c2)cc1
0	-1.1	1	-4	2	7	-7	1	3	-12	-5	CC(OC(=O)c1nc(-c2ccccc2)n(-c2ccccc2)n1)C(=O)Nc1cc(Cl)cc(Cl)c1 (configuration not stated)
0	-1.6	-5	8	-1	-27	6	-8	17	-12	-6	COc1ccc(/C=N\NC(=O)CNC(=O)C2COc3ccccc3O2)cc1[N+](=O)[O-] (configuration not stated)
-6	-1.0	11	1	8	7	-5	6	0	-40	-9	COCc1cc(C)nc2sc(C(=O)Nc3ccccc3C)c(N)c12
6	1.0	7	-12	-3	48*	7	-4	-1	29	13	CCOc1ccc(NC(=O)c2ccc(CN3CCc4ccccc4C3)cc2)cc1
-14	-1.2	18	·	2	·	17	0	-10	14	8	CCOC(=O)CCCCCC(=O)Nc1ccc2c(c1)C(=O)N([C@H](C)CO)C[C@H](C)[C@@H](CN(C)C(=O)Nc1ccc(OC)cc1)O2
-3	-3.1	0	-11	-1	2	12	-2	3	2	11	CCN1C(C#N)=C(C#N)N=C(C)CC1(C)C
-2	-2.2	·	5	11	11	15	2	·	26	-28	CCNC(=O)C1(C)CCCN(Cc2ccc3ccccc3c2Br)C1 (configuration not stated)
2	-1.7	3	-45	7	-5	-45	-4	7	-24	-69	CCOC(=O)Cc1csc(NC(=O)c2ccc(Cl)s2)n1
-34	1.5	1	-9	-6	-4	-20	-1	-2	6	-20	COc1ccc(C(=O)NCCc2nnc3ccc(SCC(=O)NCc4ccc(F)cc4)nn23)cc1
-2	0.8	3	-8	7	-1	79*	10	-4	0	-1	CCN(CC(=O)Nc1ccc(OC)cc1)C(=O)CSCC(=O)Nc1cc(C)on1
-2	-3.5	-19	-21	1	-47	-86	-7	0	-124	-114	O=[N+]([O-])c1ccccc1-c1nc(-c2ccc(Br)o2)no1
2	3.4	-15	7	1	1	-4	-3	4	-26	9	COc1ccc(CCNc2oc(COc3ccc(F)cc3)nc2C#N)cc1
-4	-2.1	-12	-4	0	7	15	-2	3	-24	-13	O=C(CCCc1nc2ccccc2s1)NCc1ccccc1
-2	-3.9	-4	28	2	-4	3	0	0	3	-11	COc1ccc(OCCCC(=O)N2CCCc3ccccc32)cc1
4	0.5	6	28	12	18	-25	-4	-10	-51	-26	Cc1cccc(-c2nnc(SCC(=O)O)n2Cc2ccccc2)c1
-5	1.4	6	-14	-3	-5	-3	-8	2	1	10	COc1ccc(Br)cc1C=NNS(=O)(=O)c1ccc(C)cc1
0	2.5	1	-5	15	-8	2	0	-2	5	-31	Cc1ccc(C)c(OCCN2C(=O)NC3(CCc4ccccc4C3)C2=O)c1 (configuration not stated)
-2	-0.1	1	-13	-1	-40	-5	1	-7	-14	-3	Cc1ccnc(NS(=O)(=O)c2cc(-c3cc(C)no3)ccc2C(C)C)c1
-8	11*	0	-15	4	-18	12	-3	3	-5	-11	O=C1c2cccnc2C(=O)N1Cc1ccc(S(=O)(=O)N2CCN(c3ccc(Cl)cc3)CC2)cc1
-7	0.3	8	-8	10	15	7	-2	-5	-26	-5	COc1ccc(NC(=O)/C(N=Nc2cccc(S(=O)(=O)Nc3ccc(SC(F)F)cc3)c2)=C(\C)O)cc1
-4	-1.5	-5	-41	8	-2	9	3	-1	-11	7	COc1ccccc1NS(=O)(=O)c1cccc(C(=O)NCC(c2ccccc2OC)N2CCCC2)c1 (configuration not stated)
-3	-1.3	-10	-7	7	-6	5	-2	4	-4	-6	COCCNC(=O)COC(=O)/C=C/c1cnc2ccccc2n1
-5	-1.2	-8	11	-5	2	-1	8	1	1	14	Cn1c(CO)cnc1SCc1ccc([N+](=O)[O-])cc1
7	-1.7	-2	19	8	-3	-1	15	-10	-2	-15	CC1(C)CC(NC(=O)c2cc(Cl)ccc2Cl)CC(C)(C)N1
-2	-2.3	-1	-11	-2	9	-7	0	-7	4	10	O=C(c1sc2ccccc2c1Cl)N1CCN(c2ccccn2)CC1
-3	-0.1	7	-10	8	-2	-7	-13	-1	-1	14	CCNc1nc(NCC)n2c(SCC(=O)NCC3CCCCC3)nnc2n1
-6	-2.6	2	-2	1	16	2	1	-1	-12	-5	CC1CN(C(=O)Nc2ccc(Br)cc2Cl)CC(C)O1 (configuration not stated)
2	1.5	-5	6	8	-23	7	3	-5	-2	10	COc1cccc(/C=N/NC(=O)Cn2nc([N+](=O)[O-])cc2C)c1
-6	-2.6	0	23	19	3	-2	2	-18	-12	-8	COc1ccccc1C(=O)Nc1c2c(nn1-c1ccc([N+](=O)[O-])cc1)CS(=O)(=O)C2
5	-1.0	0	-15	1	-3	17	2	3	0	-6	COc1cccc(OCc2nc(-c3ccc(Br)o3)no2)c1
-13	-1.4	3	-2	8	-7	7	2	4	0	-35	COc1ccc(OC)c(-c2nc(C)sc2CC(=O)O)c1
5	-0.9	-1	-7	3	-10	23	12	1	-23	2	Cc1cccc(C)c1NC(=O)CN(C)C(=O)c1ccc(-n2cncn2)c([N+](=O)[O-])c1
7	-2.3	-4	-15	0	8	17	8	-1	17	-1	CN(C)c1ccc(C(=O)c2ccccc2C(=O)O)cc1[N+](=O)[O-]
1	1.4	5	-2	17	-3	-3	-8	-7	-26	-23	Cc1ccc(NC(=O)CCc2c(C)nn(-c3ccc(N4CCOCC4)nn3)c2C)cc1C
-8	-1.8	·	-12	4	-7	3	1	·	3	-8	Cc1cc(C)cc(CC(=O)N2CCC2(C)C(=O)NS(=O)(=O)c2cccc(OC(F)F)c2)c1 (configuration not stated)
-25	-2.6	-7	-26	9	-24	-42	8	-5	-56	-65	CCN1C(=O)C(=O)N(CC(=O)c2cc(C)n(C3CC3)c2C)C1=O
0	-1.3	2	-15	3	1	23	3	-3	-8	15	COc1ccc(-c2nnc(SCC(=O)NC(C)C)n2CC2CCCO2)cc1OC (configuration not stated)
5	-1.6	2	-2	17	8	5	-3	-2	4	-16	COc1c(N2CCN(C(=S)NC3CC4CCC3C4)C(C)C2)c(F)cc2c(=O)c(C(=O)O)cn(C3CC3)c12 (configuration not stated)
-1	-1.1	-2	-25	-1	19	-3	1	3	16	-3	CCN(c1ccccc1)S(=O)(=O)c1ccc(Oc2ccc(-n3ccnc3)cc2)nc1
-5	0.0	-4	-31	11	15	8	3	-14	-11	-8	CCCCCN(C(=O)CCC(=O)OCCOc1ccccc1Cl)c1c(N)n(CCCC)c(=O)[nH]c1=O
